E-selectin induc – induces E-selectin expression in human endothelial cells; P16581; HUVEC E-selectin immunofluorescence imaging; normalized: neutral wells 0, TNF-alpha wells 100; activation, % at 7.58 µM; hit rate 0.37% among 260,000;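 active means mean E-selectin-positive cell signal at least 10% of the positive control, reached in at least 60% of replicates, without over 20% cell loss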;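 further: in these data hits start at about 27%; measured in HUVEC primary endothelial cells; signal is the percent of cells scored E-selectin positive by PE staining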
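assay system = HUVEC, human umbilical vein endothelial cells | input = 3,000 HUVEC seeded per well | medium = EGM-2 growth medium on 0.1% gelatin-coated wells | dosing = one compound dose added by pin transfer | signal = immunofluorescence imaging | read-out basis = % PE-positive cells | control set = TNF-alpha, DMSO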
ERp5 inh – inhibitors of human ERp5; Q15084; ERp5 insulin aggregation, absorbance 650 nm, 90 min; inhibition, % at 9.99 µM; hit rate 0.05% among 350,000;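 active means mean replicate inhibition above about 25%, with every replicate also reaching it, limit read from the data, passing the limit was not always enough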
Target sequence (Q15084 whole entry, looked up): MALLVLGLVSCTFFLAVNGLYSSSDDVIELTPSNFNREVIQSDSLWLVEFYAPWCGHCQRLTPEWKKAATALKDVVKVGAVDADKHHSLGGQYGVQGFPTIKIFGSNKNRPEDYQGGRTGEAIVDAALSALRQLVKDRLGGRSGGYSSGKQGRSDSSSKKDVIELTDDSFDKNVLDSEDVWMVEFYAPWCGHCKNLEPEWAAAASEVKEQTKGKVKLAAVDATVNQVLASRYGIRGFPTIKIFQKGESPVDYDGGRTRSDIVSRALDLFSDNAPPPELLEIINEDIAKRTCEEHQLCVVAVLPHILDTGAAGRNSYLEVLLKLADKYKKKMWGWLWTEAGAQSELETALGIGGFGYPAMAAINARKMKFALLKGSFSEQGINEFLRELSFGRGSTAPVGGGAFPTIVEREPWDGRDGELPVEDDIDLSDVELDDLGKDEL
SIRT5 block – sirtuin-5 (human) deacylase inhibition | Purified SirT5, succinyl-peptide AMC, trypsin-coupled fluorescence | inhibition, % at 15 µM | hit rate 1.1% among 330,000; in the data active means inhibition above about 15%
Target sequence (Q9NXA8 whole entry, looked up): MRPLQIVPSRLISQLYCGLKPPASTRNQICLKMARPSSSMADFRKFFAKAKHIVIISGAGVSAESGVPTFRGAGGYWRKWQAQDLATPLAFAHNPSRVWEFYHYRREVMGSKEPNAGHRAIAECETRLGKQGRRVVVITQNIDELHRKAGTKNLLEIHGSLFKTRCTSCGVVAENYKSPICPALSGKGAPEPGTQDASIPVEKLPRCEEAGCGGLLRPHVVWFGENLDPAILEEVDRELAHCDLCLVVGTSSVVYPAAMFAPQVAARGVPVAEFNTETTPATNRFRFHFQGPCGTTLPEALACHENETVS
C2C12 statin – protects C2C12 myotubes from simvastatin toxicity; ATP luminescence, 48 h; scaled: DMSO 0, geranylgeraniol control 100; rescue of ATP level, % at 7.49 µM; hit rate 0.78% among 330,000;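 active means mean ATP rescue above about 67%, or every replicate alone reaching that limit, limit read from the data, passing the limit was not always enough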;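 further: myotubes were challenged with 10 µM simvastatin during compound exposure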
DENV2 CPE – protects cells from dengue virus 2 cytopathic effect. DENV2-infected cells, cytopathic effect rescue, plate reader. CPE inhibition, % at 9.99 µM. hit rate 1.7% among 350,000. AID 651640; in the data active means CPE inhibition above about 20%, passing the limit was not always enough; tested in BHK-21 cells;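 further: 0% = median of neutral control wells and 100% = median of positive control wells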
S100A4 MyoIIA – S100A4-myosin IIA interaction inhibition; S100A4/TAMRA-MyoIIA peptide fluorescence polarization; hit rate 0.14% among 360,000; AID 652163; inhibition, % at 10.7 µM;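 active means mean inhibition of at least 70% across replicates, with every replicate also reaching that level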
Target sequence (P26447 whole entry, looked up): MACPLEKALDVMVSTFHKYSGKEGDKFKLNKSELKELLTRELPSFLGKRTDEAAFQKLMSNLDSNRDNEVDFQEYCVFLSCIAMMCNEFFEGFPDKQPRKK
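Material: S100A4 monomer protein | Medium: HEPES pH 7.2 with CaCl2, KCl, NaCl, DTT, Triton | Reagent: Labelled myosin peptide probe, 5 nM | Doses: One dose per compound | Times: 5 min incubation before reading | Benchmarks: Neutral control DMSO, positive control TFP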
PglD DTNB – blocks C. jejuni PglD acetyltransferase activity; purified PglD enzyme, DTNB colorimetric CoA detection; inhibition, % at 12.5 µM; hit rate 0.098% among 360,000; in the data active means inhibition above about 16%, passing the limit was not always enough; further: strong numbers were not always called active
Numbers without * were called inactive. Some of the compounds tested. The share of hits here may be higher or lower than overall.

O=[N+]([O-])c1ccccc1S(=O)(=O)N1CCN(CC2CC3C=CC2C3)CC1 (stereo not drawn) was read as ERp5 inh -10, SIRT5 block 1, C2C12 statin -1, DENV2 CPE 3 and S100A4 MyoIIA -4.
Screening Cc1cnc(C(=O)OCC(=O)Nc2sc3c(c2C#N)CCC3)cn1 returned E-selectin induc 0.4, ERp5 inh -3, SIRT5 block -4, C2C12 statin 0, DENV2 CPE -7, S100A4 MyoIIA -5 and PglD DTNB -2.
For O=Cc1cc2ccccc2nc1SCCCF the results were E-selectin induc -0.1, ERp5 inh -1, SIRT5 block -2, C2C12 statin 11, DENV2 CPE -5 and S100A4 MyoIIA -6.
Screening CC(=O)Nc1cccc(-c2ccnc3c2CC(C)(C(=O)NCc2ccco2)O3)c1 (stereo not drawn) returned E-selectin induc 0.4, ERp5 inh 4, SIRT5 block -3, C2C12 statin -42, DENV2 CPE 32*, S100A4 MyoIIA -4 and PglD DTNB 2.
O=c1oc2ccccc2cc1NCc1ccccc1O was read as E-selectin induc -0.2, ERp5 inh -2, C2C12 statin 18, DENV2 CPE -6, S100A4 MyoIIA -4 and PglD DTNB -1.
Screening O=C(C[C@@H]1C[C@H]2c3cc(NC(=O)Cc4ccncc4)ccc3O[C@H]2[C@H](CO)O1)NCc1ccccn1 returned E-selectin induc 0.7, ERp5 inh -2, SIRT5 block -4, C2C12 statin 4, DENV2 CPE 1, S100A4 MyoIIA 11 and PglD DTNB -1.
For C[C@@H]1CN([C@@H](C)CO)C(=O)c2cccc(NC(=O)c3nc4ccccc4s3)c2O[C@H]1CN(C)C(=O)Nc1cccc2ccccc12 the results were ERp5 inh -3, SIRT5 block 1, C2C12 statin 55, DENV2 CPE 4, S100A4 MyoIIA 11 and PglD DTNB -1.
Screening O=C1CCN(CCc2ccccc2)CCN1[C@H](CSc1ccccc1)c1ccccc1 returned E-selectin induc -0.1, ERp5 inh 2, C2C12 statin 4, DENV2 CPE -6, S100A4 MyoIIA 2 and PglD DTNB 7.
Screening Brc1ccc(/C=N/Nc2ccccc2)cc1 returned E-selectin induc -1.4, ERp5 inh -3, SIRT5 block 3, DENV2 CPE -4 and S100A4 MyoIIA -5.
For Cc1ccc(CN2CCCN(Cc3ccc(F)cc3Cl)S2(=O)=O)cc1 the results were E-selectin induc -0.1, ERp5 inh -3, SIRT5 block -4, C2C12 statin 12, DENV2 CPE 1, S100A4 MyoIIA 0 and PglD DTNB 4.
For C[C@@H](NC(=O)C[C@H]1CC[C@@H](NS(=O)(=O)c2cccc(F)c2)[C@@H](CO)O1)c1ccccc1 the results were E-selectin induc -0.8, ERp5 inh 4, SIRT5 block -2, C2C12 statin -4, DENV2 CPE 9, S100A4 MyoIIA -39 and PglD DTNB 0.
Screening COc1ccc(CCNC(=O)CSc2nnc3ccc(-c4ccncc4)nn23)cc1 returned ERp5 inh 2, SIRT5 block -4, C2C12 statin -6, DENV2 CPE -1, S100A4 MyoIIA 4 and PglD DTNB 0.
For CCN(c1ccccc1)c1nc(C#N)nc(N(CC)c2ccccc2)n1 the results were ERp5 inh 5, SIRT5 block -3, C2C12 statin 0, DENV2 CPE -3, S100A4 MyoIIA 1 and PglD DTNB -3.
Cc1ccc(N2C(=O)[C@@H]3[C@H](C2=O)[C@H]2C=CC=NN2[C@@H]3C(=O)Nc2ccccc2)cc1 was read as E-selectin induc 0.8, ERp5 inh 0, SIRT5 block -5, DENV2 CPE 6 and S100A4 MyoIIA -7.
Cc1ccccc1C(OCC(O)CN1CCC(C(N)=O)CC1)c1ccccc1 (stereo not drawn) was read as ERp5 inh -2, SIRT5 block -7, C2C12 statin -9, DENV2 CPE -3, S100A4 MyoIIA -2 and PglD DTNB -3.
Screening COc1cc(NC(=O)CN2C(=O)COc3ccc(S(=O)(=O)N4CCCC4)cc32)cc(OC)c1 returned ERp5 inh 4, SIRT5 block -2, C2C12 statin 0, DENV2 CPE -4, S100A4 MyoIIA 1 and PglD DTNB -1.
Screening C[C@H](CO)N1C[C@H](C)[C@H](CN(C)Cc2ccccn2)Oc2ncc(C#Cc3ccccc3)cc2C1=O returned E-selectin induc -0.3, ERp5 inh -6, SIRT5 block 5, C2C12 statin 25, DENV2 CPE 0, S100A4 MyoIIA 6 and PglD DTNB 5.
For Cc1nn(-c2ccccc2)c(Cl)c1C(=O)NCC(C)c1ccccc1 (stereo not drawn) the results were E-selectin induc 0.0, ERp5 inh 4, SIRT5 block -3, C2C12 statin 3, DENV2 CPE -7, S100A4 MyoIIA -4 and PglD DTNB -4.
CC(C)CCOP(=O)(c1ccc(N(C)C)cc1)C(O)c1c(Cl)cccc1Cl (stereo not drawn) was read as ERp5 inh -5, SIRT5 block -2, C2C12 statin 0, DENV2 CPE 6, S100A4 MyoIIA -13 and PglD DTNB -7.
`Cc1ccc(C(C)(c2ccc(N)cc2)c2ccc(N)cc2)cc1` gave E-selectin induc 0.1, ERp5 inh -2, SIRT5 block 3, C2C12 statin 8, DENV2 CPE 4, S100A4 MyoIIA -1 and PglD DTNB -5.
For CNC(=S)N(CCc1c(C)[nH]c2ccc(OC)cc12)Cc1cccnc1 the results were E-selectin induc 5.7, ERp5 inh 0, SIRT5 block -3, DENV2 CPE -2 and S100A4 MyoIIA -1.
NNC(=O)c1csc(-c2ncc(C(F)(F)F)cc2Cl)n1 was read as E-selectin induc 0.1, ERp5 inh -2, SIRT5 block -1, DENV2 CPE -5, S100A4 MyoIIA -2 and PglD DTNB 1.
For Cc1ccc[n+](CC(=O)Nc2ccc(Cl)c([N+](=O)[O-])c2)c1 the results were E-selectin induc 0.2, ERp5 inh -3, SIRT5 block -4, C2C12 statin 4, DENV2 CPE -3, S100A4 MyoIIA -4 and PglD DTNB 2.
CCOC(=O)c1c(C)[nH]c(C(=O)NCCN2CCOCC2)c1C was read as ERp5 inh 22, SIRT5 block 2, C2C12 statin -11, DENV2 CPE 10, S100A4 MyoIIA -3 and PglD DTNB 4.
Screening CCc1ccc(NC2CC(=O)N(CCc3ccc(OC)c(OC)c3)C2=O)cc1 (stereo not drawn) returned E-selectin induc 1.4, ERp5 inh 1, SIRT5 block -1, C2C12 statin 5, DENV2 CPE 3, S100A4 MyoIIA 3 and PglD DTNB -2.
Screening Cn1c(=O)c2c(SC3CCCC3)nc(C3CC3)nc2n(C)c1=O returned E-selectin induc -0.3, ERp5 inh -2, SIRT5 block -3, C2C12 statin 6, DENV2 CPE 6, S100A4 MyoIIA -13 and PglD DTNB 0.
C/C(=N\NC(=S)NC1CCCCC1)c1cccs1 was read as E-selectin induc 1.3, ERp5 inh 5, SIRT5 block 0, C2C12 statin -2, DENV2 CPE 16, S100A4 MyoIIA 3 and PglD DTNB 9.
Screening C[C@H]1CN([C@@H](C)CO)C(=O)c2cc(NC(=O)C3CCCCC3)ccc2O[C@H]1CN(C)S(C)(=O)=O returned E-selectin induc -13, ERp5 inh 3, SIRT5 block -2, C2C12 statin -6, DENV2 CPE 4, S100A4 MyoIIA -8 and PglD DTNB -2.
Cc1nnc(SCCCOc2ccccc2)nc1C was read as E-selectin induc 0.4, ERp5 inh 4, SIRT5 block -4, C2C12 statin 5, DENV2 CPE -3, S100A4 MyoIIA 0 and PglD DTNB 8.
`Cc1ccc(S(=O)(=O)Oc2ccc(/C=N/NC(=O)c3nn(C)cc3[N+](=O)[O-])cc2)cc1` gave ERp5 inh -4, SIRT5 block -1, C2C12 statin 11, DENV2 CPE -7 and S100A4 MyoIIA 2.
`CN(C)C(=O)c1cccc(-c2ccc([C@H]3[C@H]4CN(S(C)(=O)=O)CCCCN4[C@H]3CO)cc2)c1` gave E-selectin induc 0.0, ERp5 inh 1, SIRT5 block -1, C2C12 statin 1, DENV2 CPE 12, S100A4 MyoIIA 0 and PglD DTNB -4.
O=C(c1ccncc1)N1CCN(C2CCC(c3ccccc3)CC2)CC1 (stereo not drawn) was read as E-selectin induc -0.3, ERp5 inh -7, SIRT5 block -1, DENV2 CPE 2, S100A4 MyoIIA 0 and PglD DTNB 0.
For CCCNC(=O)C(Cc1cccc(Br)c1)NC(=O)c1ccc(C#N)cc1 (stereo not drawn) the results were E-selectin induc 0.3, C2C12 statin -11 and PglD DTNB -5.
For CC1CCc2ccccc2N1C(N)=Nc1ccccc1 (stereo not drawn) the results were E-selectin induc 1.0, ERp5 inh 1, SIRT5 block 0, C2C12 statin -6, DENV2 CPE -8, S100A4 MyoIIA -2 and PglD DTNB -3.
For CN(Cc1ccccc1)C(=O)CN(C)S(=O)(=O)c1ccc(F)cc1 the results were E-selectin induc 0.0, ERp5 inh -11, SIRT5 block -7, C2C12 statin 5, DENV2 CPE -7 and S100A4 MyoIIA 11.
`Cc1cccc(S(=O)(=O)N2CCCCN3[C@H](CO)[C@H](c4ccc(-c5ccncc5)cc4)[C@H]3C2)c1` gave E-selectin induc -0.4, ERp5 inh -5, SIRT5 block 0, C2C12 statin -8, DENV2 CPE -3, S100A4 MyoIIA -1 and PglD DTNB 2.
Screening CCOC(=O)c1sc(-c2ccccc2)cc1NC(=O)Nc1ccccc1 returned E-selectin induc -0.1, ERp5 inh 0, SIRT5 block -4, DENV2 CPE -1, S100A4 MyoIIA -1 and PglD DTNB 9.
Cc1ccc(-c2nnc(C)c(N3CCCC3)n2)cc1 was read as ERp5 inh 7, SIRT5 block -3, DENV2 CPE -1 and S100A4 MyoIIA 5.
`Cn1cc(C=O)c2ccccc21` gave ERp5 inh -36, SIRT5 block -11, DENV2 CPE -1 and S100A4 MyoIIA -3.
`CN1CCN(C(=O)CSc2nc3c(c(=O)n(C)c(=O)n3C)n2C)CC1` gave ERp5 inh 3, SIRT5 block -2, C2C12 statin 4, DENV2 CPE -1, S100A4 MyoIIA -2 and PglD DTNB 5.
COCC(=O)N(C)C[C@@H]1Oc2cc(-c3cncnc3)ccc2S(=O)(=O)N([C@H](C)CO)C[C@@H]1C was read as E-selectin induc 0.1, ERp5 inh -2, SIRT5 block -3, DENV2 CPE 4, S100A4 MyoIIA 0 and PglD DTNB -1.
`O=C1CCC(C(=O)NCCN2C(=O)S/C(=C\c3cccnc3)C2=O)=NN1` gave ERp5 inh 1, SIRT5 block -1, C2C12 statin 11, DENV2 CPE -3 and S100A4 MyoIIA -1.
`O=C(COC(=O)c1ccc[nH]c1=O)NC1CCCCCC1` gave E-selectin induc -0.1, ERp5 inh 9, SIRT5 block -8, DENV2 CPE 2 and S100A4 MyoIIA -3.
`Fc1ccc(F)c(NC(=S)NCCc2ccccc2)c1` gave E-selectin induc 0.0, ERp5 inh -2, SIRT5 block -3, C2C12 statin -10, DENV2 CPE 11, S100A4 MyoIIA 2 and PglD DTNB 1.
CCN(CC)S(=O)(=O)c1ccc(N/N=C(\C)c2ccncc2)nc1 was read as ERp5 inh -1, SIRT5 block 4, C2C12 statin -1, DENV2 CPE -2, S100A4 MyoIIA -4 and PglD DTNB -2.
CC(=O)N1CC2(C1)[C@H](c1ccccc1)[C@H](CO)N2C(=O)Cc1ccccc1 was read as E-selectin induc 0.0, ERp5 inh 0, SIRT5 block -43, DENV2 CPE -2 and S100A4 MyoIIA 31.
